Screens from PubChem.
p53null 32C kill = kills p53 null cells at the permissive temperature | actives 0.62% (n = 55,000) | Potency, µM (doses to about 46.1 µM), inactives show at the top dose activity change, negative = cytotoxicity, actives largely listed as cytotoxic | AID 903 | H1299-neo p53 null cells, ATP luminescence, 24 h, 32C; active means well fitted cell-killing curve with a large enough effect; inconclusive means small, poorly fitted or top-dose-only effect; inactive means no such curve, though single readings can be large or run the other way;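 further: 0% = DMSO only and -100% = full killing by 100 µM tamoxifen; nearly all actives have a fitted effect of over 55% in size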
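Cells lacking p53 (H1299-neo) are plated at 600 per well and allowed to settle overnight at 37C. Test compounds (up to 46 uM) are added and held 24 hours at 32C, then ATP is quantified by luminescence.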
* marks the source's active call; other numbers are inactive results; u = inconclusive. Potency means the concentration at half of the fitted maximal effect. Not all compounds are listed. The share of hits here may be higher or lower than overall.

SMILES	p53null 32C kill
Cc1ccc(CCc2nnc(SCC(=O)Nc3ccccc3Cl)n2-c2ccccc2)o1	4%
CCOC(=O)c1c(NC(=O)c2cc(-c3ccc(Cl)s3)nc3ccccc23)sc(C(N)=O)c1C	-15%
COc1ccc(/C=C/C(=O)Nc2cc(C(F)(F)F)ccc2Cl)cc1OC	-11%
CC(C)c1ccc(/C=C/C(=O)N2CCc3ccccc3C2)cc1	-3%
CC(C)CNC(=O)/C=C/c1cccs1	-15%
Cc1ccc(/C=N/NC(=O)c2ccccn2)o1	-28%
O=c1[nH]c(N/N=C/c2ccc(O)cc2)nc2ccccc12	u
COc1ccc(S(=O)(=O)N(C(=O)c2ccncc2)c2ccc3oc4c(c3c2)CCCC4)cc1	16%
Cc1ccc(-n2nc(-c3ccccc3)cc2Nc2ccccc2N)cc1	6%
Cc1ccc(-c2cc(-c3ccccc3)no2)c(O)c1	7.9µM*
COc1ccc(C(=O)NC2CC(C)(C)Cc3occc32)cc1 (configuration not stated)	11%
COC(C(=O)Nc1ccc(S(=O)(=O)Nc2cccc3ccccc23)cc1)c1ccccc1 (configuration not stated)	9%
NC1=NC(=O)/C(=C/c2ccccc2OS(=O)(=O)c2ccc3ccccc3c2)S1	2%
CCN(CC)S(=O)(=O)c1ccc(OC)c(NC(=O)C(Cc2ccccc2)N2C(=O)c3ccccc3C2=O)c1 (configuration not stated)	4%
O=C(/C=C/Nc1ccc(F)cc1F)c1cccs1	10µM*
COC(C(=O)Nc1ccc(S(=O)(=O)Nc2ccc(F)cc2)cc1)c1ccccc1 (configuration not stated)	-2%
CCOC(=O)c1sc2ccccc2c1NC(=O)c1coc2ccccc2c1=O	4%
O=C(Nc1ccc(-c2noc(-c3ccccc3F)n2)cc1)c1cccs1	-4%
Cc1ccccc1NC(=S)Nc1ccc(Br)cc1	20%
C=CCn1c(C)cc(C(=O)COC(=O)[C@@H](NC(=O)c2ccccc2Cl)C(C)C)c1C	11µM*
O=C(c1ccccc1)N1N=C(c2ccccc2)CC1c1ccc2nccnc2c1 (configuration not stated)	8%
O=C(CCNc1ccc(Cl)cc1)c1cccs1	1%
CC1(C)C(=O)OC(c2cccn2-c2cccc([N+](=O)[O-])c2)C2(CCCCC2)C1=O (configuration not stated)	-28%
COc1cc(NC(=S)N2CCN(C(=O)c3ccco3)CC2)c(OC)cc1Cl	-9%
CCCC(=O)Nc1ccc(-c2ccc(NC(=O)CCC)cc2)cc1	5%

Continued.
SMILES	p53null 32C kill
CC(=O)NC1C(OCc2ccccc2)OC(CO)C(OC(C)=O)C1OC(C)=O (configuration not stated)	-4%
O=C(/C=C/Nc1ccccc1F)c1cccs1	11µM*
CCc1ccc(C(=O)/C=C/NCc2ccc(F)cc2)cc1	9%
O=C(N/N=C/c1sc2ccccc2c1O)c1ccccc1	7.1µM*
O=C(CC12CC3CC(CC(C3)C1)C2)NC(=S)N1CCCCC1	-19%
Cc1nc2ccc(NC(=S)N3CCN(c4ccccn4)CC3)cc2nc1C	-5%
COC(=O)N/N=C/c1c(C)nn(-c2cccc(Cl)c2)c1Cl	6%
COCCCNC(=S)Nc1ccc2c(c1)OCCO2	-4%
O=C(NNC(=O)C1CC2CCC1C2)c1ccccc1 (configuration not stated)	7%
O=C(NC(NCc1cccnc1)C(Cl)(Cl)Cl)c1cccc2ccccc12 (configuration not stated)	1%
O=C(NC(=S)Nc1ccccc1N1CCCC1)c1ccccc1[N+](=O)[O-]	-14%
CN(C)S(=O)(=O)c1cccc(-c2nn(-c3ccccc3)cc2/C=C(/C#N)C(=O)NCc2ccco2)c1	0%
O=C(CSc1cccc(C(F)(F)F)c1)NC(=O)c1ccccc1	-11%
Cc1nn(C(C)C(=O)N2CCOCC2)c(C)c1[N+](=O)[O-] (configuration not stated)	16%
CCOC(=O)C1=C(C)N=C2SC(C(=O)OC)=CC(=O)N2C1c1cc(OC)c(OC)c(OC)c1 (configuration not stated)	-4%
CCCOC1OC(=O)c2c1ccc(OC)c2OC (configuration not stated)	0%
CC(C)N(C(=S)Nc1cc(S(=O)(=O)N2CCOCC2)ccc1Cl)c1ccccc1	-3%
Cc1cc(NC(=O)CN2C(=O)S/C(=C\c3ccccc3)C2=O)no1	-7%
O=C(/C=C/Nc1ccccc1C(=O)O)c1cccs1	35µM*
CCN(CC)C(=O)c1sc(NC(=O)c2ccc(OC)c([N+](=O)[O-])c2)c(C#N)c1C	-13%
Cc1c(-c2ccccc2)nc2ccccc2c1C(=O)NCc1cccs1	-1%
S=c1[nH]nc(-c2ccc3ccccc3n2)n1-c1ccc(Cl)cc1	-15%
Cc1ccc(N2C(=O)[C@@H]3C(C(=O)C(c4ccccc4)c4ccccc4)=NN[C@@H]3C2=O)cc1	-24%
CCOC(=O)/C(=C/c1ccccc1)NC(=O)c1ccco1	-13%
Cc1ccc(C(=O)NC(=S)Nc2cccc(-c3nc4ccccc4s3)c2)cc1	-5%

The closing two entries of the section before are carried over, then new ones follow:
SMILES	p53null 32C kill
CCOC(=O)/C(=C/c1ccccc1)NC(=O)c1ccco1	-13%
Cc1ccc(C(=O)NC(=S)Nc2cccc(-c3nc4ccccc4s3)c2)cc1	-5%
COc1cccc(C(=O)NC(=S)Nc2cccnc2)c1	-11%
CC(=O)c1ccc(NC(=O)C(=O)c2cn(CC(=O)N3CCCCC3)c3ccccc23)cc1	-20%
O=C(NC(NC(=S)N1CCOCC1)C(Cl)(Cl)Cl)c1ccc(Cl)cc1 (configuration not stated)	-20%
O=C(CN1C(=O)NC2(CCCCC2)C1=O)NC1CCCc2ccccc21 (configuration not stated)	5%
CCC(=O)Nc1cccc(NC(=O)c2ccccc2Br)c1	-1%
CNC(=O)NC(=O)C(C)OC(=O)c1cc2c(s1)CCCCC2 (configuration not stated)	-18%
O=C(c1ccc(-c2cccc(Cl)c2)o1)N1CCN(c2ccc([N+](=O)[O-])cc2)CC1	-16%
O=C(NCc1ccco1)c1ccc(COc2cc(Cl)ccc2Cl)cc1	-4%
Cc1ccc(NC(=O)CC2SC(=NCC3CCCO3)NC2=O)cc1Cl (configuration not stated)	-7%
CC(C)=C1C2CCC1C1C(=O)N(c3nc(-c4ccccc4)c(C)s3)C(=O)C21 (configuration not stated)	-2%
COc1cccc(C2(c3cccc(OC)c3)CC2C(=O)Nc2cccc3ccccc23)c1 (configuration not stated)	-2%
COc1ccc2nc(NC(=O)/C=C/c3ccc4c(c3)OCO4)sc2c1	8%
CC(C)c1ccc(C2=NN(c3ccccc3)C(=O)CC2)cc1	-8%
Cc1cc(C)n2nc(C(=O)N/N=C/c3c4ccccc4cc4ccccc34)nc2n1	-26%
O=C(COC(=O)c1ccc(-c2cnc3ccccc3n2)cc1)c1ccccc1	-2%
Cc1occc1C(=O)NNC(=O)Nc1ccc(Cl)c(Cl)c1	4%
CC1CCC(C(C)C)C(OC(=O)Cn2c(-c3ccc(F)cc3)[n+](C)c3ccccc32)C1 (configuration not stated)	-24%
CCOc1ccc(CC2CCC(=O)NC2=O)cc1 (configuration not stated)	6%
COc1cc(NS(=O)(=O)c2ccc(NC(=S)NC(=O)c3sc4ccccc4c3Cl)cc2)nc(OC)n1	-12%
CCCCOc1ccc(CSCCNC(=S)Nc2ccccc2)cc1	-6%
Cc1ccc(C(=O)N/C(=C\c2ccccc2)C(=O)NCC2CCCO2)cc1 (configuration not stated)	-2%
Cc1ccc(C(=O)CC(Nc2ccc(F)cc2)c2ccccc2)cc1 (configuration not stated)	-16%
COC(=O)C(C)(C)ONC(=O)Nc1ccc(C)cc1	u
O=S(=O)(C(=CNc1ccccc1)S(=O)(=O)c1ccccc1)c1ccccc1	-2%
CC(=O)Nc1ccccc1OCC(=O)NC(C)c1ccc(F)cc1 (configuration not stated)	1%

(next part)
SMILES	p53null 32C kill
CC(C)(C)NCc1cc(Cl)ccc1OCc1cccs1	-15%
c1ccc(Nc2nc(-c3ccncc3)nc3ccccc23)cc1	-3%
CCn1c(CC(=O)Nc2ccc(Cl)c(Cl)c2)nnc1SCc1ccc(C)cc1	-1%
O=C(OCCN1C(=O)c2cccc3c(N4CCOCC4)ccc(c23)C1=O)c1ccc(Cl)cc1	-21%
COC(=O)c1cc(OC)c(OC)cc1NC(=O)C(C)c1ccc([N+](=O)[O-])cc1 (configuration not stated)	-24%
Cc1ccc(Sc2nc([N+](=O)[O-])nn2C)cc1	-9%
CC1CCCN(c2ccc(C(=O)OCn3nnc4ccccc4c3=O)cc2[N+](=O)[O-])C1 (configuration not stated)	-14%
COc1ccccc1-n1c(SCC(=O)NC2CCS(=O)(=O)C2)nc2cc([N+](=O)[O-])ccc21 (configuration not stated)	-24%
O=C(CSc1nc2ccccc2c(=O)n1-c1ccc(OC(F)F)cc1)NCc1cccs1	-12%
CC1=C(C(=O)Nc2ccccc2)C(c2coc3ccccc3c2=O)C2=C(CCCC2=O)N1 (configuration not stated)	-8%
CC(C)CC1=NC(C(F)(F)F)(C(F)(F)F)c2c(n(CC(C)C)c(=O)[nH]c2=O)N1	-6%
O=C(/C=C/NCC(=O)c1ccccc1)c1ccc(Br)cc1	-14%
O=C(N/N=C/c1cccc(OC(=O)c2ccc3c(c2)OCO3)c1)c1cncc(Br)c1	-29%
Cc1ccc(C(=O)COc2ccccc2-c2ccccc2)cc1C	12%
O=C(CSc1ccc2ccccc2c1)NC1CCCc2ccccc21 (configuration not stated)	-20%
Cc1cc(C)nc(SCC(=O)Nc2nc(-c3ccccc3)c(-c3ccccc3)o2)n1	22%
O=C(Oc1cccc(N2C(=O)C3C4c5ccccc5C(c5ccccc54)C3C2=O)c1)c1ccco1 (configuration not stated)	-5%
O=C(COc1ccccc1-c1ccccc1)c1ccccc1	0%
COc1ccc(-c2nnc(SC(C)C(=O)NNC(=O)c3ccc(C)cc3)o2)cc1 (configuration not stated)	6%
O=C(COc1ccc(Cl)cc1Br)NC(=O)NCc1ccccc1	-10%
Cc1ccc([N+](=O)[O-])c(OCCN2CCNCC2)c1	u
COc1ccc2oc(-c3ccc(NC(=O)c4ccc(N5CCOCC5)c([N+](=O)[O-])c4)cc3)nc2c1	13%
COCCNC(=O)CSC1=N/C(=C/c2ccc(Cl)c(Cl)c2)C(=O)N1c1ccccc1F	0%
O=C1c2cccc(OCC(=O)N3CCCc4ccccc43)c2CCN1Cc1ccccc1	-9%
Brc1cc2c(cc1/C=N/Nc1nc(N3CCOCC3)nc(N3CCOCC3)n1)OCO2	-16%

Among those listed so far, these have a nitro group on carbon.
SMILES	p53null 32C kill
CC1(C)C(=O)OC(c2cccn2-c2cccc([N+](=O)[O-])c2)C2(CCCCC2)C1=O (configuration not stated)	-28%
O=C(NC(=S)Nc1ccccc1N1CCCC1)c1ccccc1[N+](=O)[O-]	-14%
Cc1nn(C(C)C(=O)N2CCOCC2)c(C)c1[N+](=O)[O-] (configuration not stated)	16%
CCN(CC)C(=O)c1sc(NC(=O)c2ccc(OC)c([N+](=O)[O-])c2)c(C#N)c1C	-13%
O=C(c1ccc(-c2cccc(Cl)c2)o1)N1CCN(c2ccc([N+](=O)[O-])cc2)CC1	-16%
COC(=O)c1cc(OC)c(OC)cc1NC(=O)C(C)c1ccc([N+](=O)[O-])cc1 (configuration not stated)	-24%
Cc1ccc(Sc2nc([N+](=O)[O-])nn2C)cc1	-9%
CC1CCCN(c2ccc(C(=O)OCn3nnc4ccccc4c3=O)cc2[N+](=O)[O-])C1 (configuration not stated)	-14%
COc1ccccc1-n1c(SCC(=O)NC2CCS(=O)(=O)C2)nc2cc([N+](=O)[O-])ccc21 (configuration not stated)	-24%
Cc1ccc([N+](=O)[O-])c(OCCN2CCNCC2)c1	u
COc1ccc2oc(-c3ccc(NC(=O)c4ccc(N5CCOCC5)c([N+](=O)[O-])c4)cc3)nc2c1	13%

Next part
SMILES	p53null 32C kill
Cc1ccc(-n2nnnc2SC(C)C(=O)Nc2ccccc2-c2ccccc2)cc1 (configuration not stated)	12%
COc1ccc(CCNC(=O)c2cc(-c3ccc(Cl)c(Cl)c3)oc2C)cc1	6%
CCOC(=O)CN1C(=O)CN(c2ccc(C)cc2)C1=O	-26%
O=C1CCCC2=C1C(c1ccc(Cl)cc1)n1c(s/c(=C\c3ccc4ccncc4c3)c1=O)=N2 (configuration not stated)	-12%
COc1cccc(C2(c3cccc(OC)c3)CC2C(=O)Nc2ccccc2Cl)c1 (configuration not stated)	8%
CCOC(=O)c1cc(-c2ccccc2)sc1NC(=O)c1ccc(OC)c(OC)c1	-11%
CC(C(=O)N1CCN(C2c3ccccc3-c3ccccc32)CC1)N1C(=O)c2ccccc2C1=O (configuration not stated)	-8%
O=C(Cn1nnc(-c2ccccc2)n1)N/N=C/c1ccc(-c2ccc(Cl)cc2)o1	-22%
CN(C)CCCNC(=S)NCc1ccc(Cl)cc1	-7%
Cc1cc2nc(Sc3c([N+](=O)[O-])nc(C)n3Cc3ccccc3)[nH]c2cc1C	5%
CNC(=O)c1cc(Cl)c(OC)c(OC)c1	-5%
Fc1ccccc1CNC(=S)Nc1cccc(C(F)(F)F)c1	-24%
O=C(N/N=C\c1cc(Br)c(Br)o1)c1cncc(Br)c1	-14%
O=C(N/N=C/c1ccccn1)c1cc(-c2ccc3ccccc3c2)n[nH]1	-23%
O=C(Cc1ccccc1)NCc1ccc(F)cc1	-17%
O=[N+]([O-])c1ccc(NC(=S)N2CCN(c3ccccc3)CC2)cc1	1%
CCN(CC)CCNC(C(=O)Nc1cc(C(F)(F)F)ccc1Cl)c1ccccc1 (configuration not stated)	-8%
COc1ccc(/C=N/NC(=O)C(=O)/C=C2\NC3(CCCC3)Cc3ccccc32)cc1	-4%
Cc1ccc(N(C(=O)CS(=O)CC(=O)Nc2ccc(F)cc2)C(C(=O)NC2CCCCC2)c2ccco2)cc1 (configuration not stated)	-13%
Cc1cc(NC(=O)CCN2C(=O)/C(=C/c3ccccc3Cl)SC2=S)no1	-4%
